MEP2-GFP yeast – yeast TOR pathway MEP2-GFP modulation; S. cerevisiae MEP2-GFP strain, flow cytometry GFP, 3 h; 100% = DMSO control level; GFP response vs DMSO, % at 10 µM; actives 0.51% (n = 330,000); AID 2016;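 active = GFP response versus DMSO above a set limit, roughly screen mean plus 3 SD, cut at about 180% in these data; inconclusive = fewer than 70 cells counted for a yeast strain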;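 note: median GFP fluorescence of the barcode-gated MEP2-GFP cells per well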
proCasp3 act – procaspase-3 (human) activation. actives 0.11% (n = 330,000). AID 463141. recombinant procaspase-3 D3A, Ac-DEVD-pNA absorbance 405 nm. P42574. activation, % at 8.5 µM;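 active = activation above the mean of all tested compounds plus 3 SD, cut at about 21% in these data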;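 note: 0% = DMSO alone and 100% = DMSO wells spiked with extra 5 µM PC-3 D3A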
Target sequence (P42574 whole entry D9A/D28A/D175A): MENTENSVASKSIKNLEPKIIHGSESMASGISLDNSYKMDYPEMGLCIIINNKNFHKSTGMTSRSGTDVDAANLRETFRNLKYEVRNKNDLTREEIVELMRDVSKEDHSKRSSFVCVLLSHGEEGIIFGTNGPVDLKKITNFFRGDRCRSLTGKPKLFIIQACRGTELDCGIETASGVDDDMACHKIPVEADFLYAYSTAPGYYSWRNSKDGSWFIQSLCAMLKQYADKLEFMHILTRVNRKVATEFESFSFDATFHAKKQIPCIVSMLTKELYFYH
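Test system: Procaspase-3 D3A mutant, all three cleavage aspartates alanine | Dosing: Single dose, 8.5 µM nominal compound, 0.8% DMSO | Schedule: 1 h preincubation, 2 h reaction | Technique: 405 nm absorbance of p-nitroaniline, reads at 0 and 120 min | Repeats: One well per compound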
procasp7 counter – counter-screen: procaspase-7 (human) activation | recombinant procaspase-7, Ac-DEVD-pNA absorbance 405 nm; D23A/D198A/D206A triple mutant, cannot self-cleave; scale: DMSO 0, 5 µM enzyme 100 | AID 463210 | activation, % at 8.5 µM | P55210 | actives 0.093% (n = 330,000);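 active = percent activation above the screen-wide mean plus 3 SD, cut at about 25% in these data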
Target sequence (P55210 whole entry D23A/D198A/D206A): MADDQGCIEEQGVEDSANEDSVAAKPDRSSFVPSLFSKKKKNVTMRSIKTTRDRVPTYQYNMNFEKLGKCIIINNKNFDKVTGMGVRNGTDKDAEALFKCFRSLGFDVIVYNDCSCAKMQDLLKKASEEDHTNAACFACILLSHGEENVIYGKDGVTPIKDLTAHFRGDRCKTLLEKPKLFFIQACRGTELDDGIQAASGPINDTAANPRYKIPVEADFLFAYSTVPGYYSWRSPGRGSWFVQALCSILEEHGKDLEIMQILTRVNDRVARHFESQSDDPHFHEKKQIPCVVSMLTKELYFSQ
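Detection: p-Nitroaniline absorbance at 405 nm, read at 0 and 120 min; system: Uncleavable procaspase-7 mutant enzyme; evaluation: % activation from two-timepoint absorbance difference, scaled to controls; times: 1 h enzyme–compound preincubation and 2 h substrate reaction, both 25 °C; buffer or medium: Zinc-free HEPES pH 7.4 with 300 mM NaCl, 0.01% Triton X-100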
LAP4-GFP MLPCN – yeast TOR pathway LAP4-GFP modulation; S. cerevisiae LAP4-GFP multiplex, flow cytometry GFP, 3 h; median GFP as percent of DMSO wells; GFP response vs DMSO, % at 10 µM; actives 0.34% (n = 320,000); AID 2023;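 active = GFP response vs DMSO above a set limit, about the screen mean plus 3 SD, cut at about 150% in these data; inconclusive = under 70 cell events counted for the yeast strain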
CIT2-GFP yeast – modulators of TOR pathway CIT2-GFP in S. cerevisiae; GFP response vs DMSO, % at 10 µM; S. cerevisiae CIT2-GFP strain, flow cytometry, 3 h; 100 means same as DMSO wells; actives 0.065% (n = 320,000);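 active = GFP response relative to DMSO above a set limit, near the screen mean plus 3 SD, cut at about 150% in these data; inconclusive = Fewer than 70 cells measured for a yeast strain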;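 note: ratio of well median GFP fluorescence to mean of DMSO wells on the plate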
AHR activator – human AHR activation; P35869; AHR-responsive luciferase reporter cells, luminescence; activation, % at 5 µM; actives 2.5% (n = 320,000); in the data active = activation above about 47%;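 note: 0% = vehicle wells and 100% = reference agonist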
AGP1-GFP MLPCN – modulators of TOR pathway AGP1-GFP in S. cerevisiae; S. cerevisiae AGP1-GFP multiplex flow cytometry, 3 h; GFP as percent of DMSO wells; GFP response vs DMSO, % at 10 µM; actives 0.02% (n = 320,000); AID 2066;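 active = GFP response relative to DMSO above a set limit, near screen average plus 3 SD, cut at about 150% in these data; inconclusive = fewer than 70 cells counted for the yeast strain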;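 note: median GFP channel fluorescence of the gated AGP1 strain per well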
RPL19A TOR yeast – alters RPL19A-GFP fluorescence in TOR pathway yeast screen | actives 0.3% (n = 330,000) | S. cerevisiae RPL19A-GFP strain, flow cytometry, 3 h; hits give low values | percent response vs DMSO, % at 10 µM;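 active = percent response vs DMSO below 50%; inconclusive = fewer than 70 events counted for the yeast strain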;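 note: median channel GFP fluorescence of the barcoded RPL19A-GFP strain; ratio of sample median GFP to plate DMSO average so 100% = DMSO; lower means less RPL19A-GFP as with rapamycin TOR inhibition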
Starred values were filed as active, the others as inactive; ? = inconclusive; · = not tested or not shown.

SMILES	MEP2-GFP yeast	proCasp3 act	procasp7 counter	LAP4-GFP MLPCN	CIT2-GFP yeast	AHR activator	AGP1-GFP MLPCN	RPL19A TOR yeast
Cc1cc(C)cc(-n2ncc3c2CCCC3NC(=O)c2csnn2)c1 (stereo unspecified)	100.0	0.1	5.5	87.5	100.3	2.3	95.8	105.7
N[C@@H](CO)c1nnc([C@H](CC(=O)O)NC(=O)C2CCNCC2)o1	101.7	8.8	1.4	94.9	99.8	3.9	97.4	98.7
CCn1cc(SCC(=O)NCC2CCCO2)c2ccccc21 (stereo unspecified)	95.7	5.3	2.5	96.7	88.8	7.9	97.1	93.6
O/N=C/C1=C(Cl)c2ccccc2CC1	105.6	-9.6	10.8	115.0	101.4	-0.9	74.7	104.1
O=C(CN(Cc1ccc2c(c1)OCO2)C(=O)c1cnsn1)NC1CCCC1	106.2	3.7	5.2	107.3	108.7	8.1	106.2	95.0
CCn1c(CSc2nc3ccccc3s2)nnc1SCC(=O)c1ccc(O)cc1O	109.8	-7.0	6.5	97.3	107.1	8.3	105.7	101.6
Nc1ccnn1Cc1cccs1	109.6	-3.1	-1.3	106.1	103.2	1.8	103.2	111.7
COc1ccccc1NC(=O)Cc1nn(C)c(=O)c2ccccc12	103.2	-4.2	5.6	102.5	101.0	64.2*	·	94.8
Cc1cc(C)c(NC2=CC(=O)CC(C)(C)C2)c(C#N)c1	102.1	4.7	1.3	106.2	110.1	2.4	109.9	102.5
CC(=O)NS(=O)(=O)c1ccc(NC(=O)CN2C(=O)C3C4C=CC(C4)C3C2=O)cc1 (stereo unspecified)	103.2	7.3	-4.7	101.2	103.2	-3.6	106.2	107.4
O=C1Nc2ncccc2OC1CCCl (stereo unspecified)	92.1	-0.1	-9.9	89.8	83.1	1.0	87.8	88.5
O=C(Oc1ccc2c(c1)C(=O)c1ccccc1CO2)c1ccccc1	97.6	4.0	8.6	105.5	96.9	-1.1	99.9	97.2
COc1ccc2cc(C(=O)C3CCCN(C(=O)c4cnn(C(C)C)c4)C3)ccc2c1 (stereo unspecified)	104.1	-1.4	10.7	98.4	98.8	6.6	105.1	101.5
OCCN(CC(O)Cn1ccc2ccccc21)CC(O)Cn1ccc2ccccc21 (stereo unspecified)	96.6	-7.5	-6.6	95.1	104.9	19.8	94.2	96.0
CCCC(=O)Nc1ccc(N2CCN(C(=O)CCC)CC2)cc1	97.9	1.7	-1.0	97.8	102.3	0.9	102.4	98.5
O=C(CCl)NCCN1C(=O)S/C(=C\c2cccnc2)C1=O	86.9	-5.0	-1.3	84.0	81.0	-1.1	87.8	96.1
COc1cc(NC(=S)N2CCOCC2)c(OC)cc1Cl	101.9	-8.2	-24.9	117.3	98.6	5.4	102.9	110.3
Cc1ccc(NCc2nnc(SCC#N)o2)c(C)c1	90.5	10.2	-5.9	74.7	79.3	1.6	81.7	110.0
COC(=O)C(C)NC(=O)COc1ccc2ccccc2c1 (stereo unspecified)	99.1	6.3	8.7	106.5	93.0	3.2	99.9	96.3
Cc1ccc(NC(=O)Cn2cc(C(=O)C3CC3)c3ccccc32)cc1	102.8	2.9	-20.5	98.0	106.6	0.4	99.7	99.2
COc1ccc(C2=NS(=O)(=O)N(C)C(C(=O)N3C(C)CCCC3C)=C2)cc1 (stereo unspecified)	96.8	1.3	10.7	94.2	97.9	-2.0	92.5	96.9
Cc1ccc(C(=O)NC(=S)NNC(=O)CCN2CCOCC2)cc1	88.8	-3.5	-9.4	96.2	94.4	4.1	97.2	95.0
Cc1ccc(C(=O)Nc2ccccn2)cc1S(=O)(=O)N1CCOCC1	90.7	-14.9	9.8	93.6	100.4	1.6	103.3	94.9
CC(C)(C)C(=O)Nc1ccc(N2CCN(S(C)(=O)=O)CC2)cc1	100.5	4.8	6.7	97.2	98.3	4.9	98.0	95.2
CN(C)S(=O)(=O)c1cc(NC(=O)C2=COCCO2)ccc1Cl	100.8	-0.7	-9.6	99.2	89.1	3.6	97.9	94.2

By substructure, the entries above with a cyano group
SMILES	MEP2-GFP yeast	proCasp3 act	procasp7 counter	LAP4-GFP MLPCN	CIT2-GFP yeast	AHR activator	AGP1-GFP MLPCN	RPL19A TOR yeast
Cc1cc(C)c(NC2=CC(=O)CC(C)(C)C2)c(C#N)c1	102.1	4.7	1.3	106.2	110.1	2.4	109.9	102.5
Cc1ccc(NCc2nnc(SCC#N)o2)c(C)c1	90.5	10.2	-5.9	74.7	79.3	1.6	81.7	110.0

The listing continues:
SMILES	MEP2-GFP yeast	proCasp3 act	procasp7 counter	LAP4-GFP MLPCN	CIT2-GFP yeast	AHR activator	AGP1-GFP MLPCN	RPL19A TOR yeast
CN1CCN(S(=O)(=O)c2cccc([N+](=O)[O-])c2)CC1	104.4	0.8	-0.8	101.0	96.4	0.1	104.6	101.8
CCn1c(C(C)NC(=O)c2ccccc2C)n[nH]c1=S (stereo unspecified)	103.4	6.9	12.2	99.0	100.6	-1.6	105.5	101.1
COc1ccc(N=CC2=C(O)CC(C)(C)CC2=O)cc1OC	95.6	-5.8	-8.9	103.0	96.3	3.4	103.6	100.0
CC1(C)CC(=O)CC(C2(O)C(=O)N(Cc3ccccc3)c3ccccc32)O1 (stereo unspecified)	102.0	13.2	3.8	100.1	92.4	-3.7	102.2	96.5
COc1ccccc1CN1C[C@@H]2C[C@@H](C3=Cc4cc(Cl)ccc4OC3)N3CCC[C@@]23C1=O	98.1	3.1	-3.9	96.2	98.8	0.2	98.5	104.3
CCN(C[C@H]1N[C@@](CC)(C(=O)OC)[C@H]2C(=O)N(C)C(=O)[C@@H]12)S(=O)(=O)c1ccc(F)cc1	89.7	-6.6	6.8	93.6	99.9	-0.9	98.2	91.8
CC/C(=N\NC(=O)c1ccc(CN(C)S(=O)(=O)c2ccc(C)cc2)cc1)c1ccc(OC(F)F)cc1	104.1	-0.9	5.7	102.7	91.4	6.9	100.1	107.7
CCOC(=O)c1cnc2c(C#N)cnn2c1N	105.8	-1.2	10.0	97.4	100.3	3.1	99.3	106.7
Cc1ccnc(NS(=O)(=O)c2ccc(NC(=O)c3ccc(S(=O)(=O)N4CCCC4)cc3)cc2)n1	103.6	9.4	5.1	88.0	108.5	-1.6	94.9	101.2
CCC(=O)NCCc1nc2cc(NC(=O)c3ccco3)ccc2n1C	106.3	3.0	5.1	94.8	103.1	6.9	96.8	102.1
CCn1cc(CNC(=S)Nc2cccc(Cl)c2C)cn1	93.2	6.3	-6.4	88.6	97.9	2.9	94.5	91.0
CCN(CC)S(=O)(=O)c1ccc(N2CCN(S(=O)(=O)c3ccccc3C#N)CC2)nc1	104.1	10.5	3.1	99.2	103.9	1.9	105.5	96.7
C/C(=N\NC(=O)c1cc(-c2cccs2)nc2ccccc12)c1ccccn1	123.5	7.2	1.1	136.0	120.5	24.7	104.6	104.0
Nc1nc(N2CCN(Cc3ccccc3)CC2)n[nH]1	104.0	9.5	0.1	104.7	106.5	1.6	107.0	105.3
Cc1ccccc1NC(=O)NCC1CCN(Cc2cccc(Cl)c2)CC1	97.3	-3.9	3.5	97.9	90.8	1.1	95.8	98.4
Cc1ccc(C)c(S(=O)(=O)N2CCN(C(=O)CSc3ccccc3)CC2)c1	101.4	·	·	90.7	85.7	·	89.2	103.7
O=C(CO/N=C/c1ccccc1)N1c2ccccc2Oc2ccccc21	110.1	-5.8	2.9	106.3	103.6	2.2	102.7	101.4
CC(CCc1ccccc1)NC(=O)C(=O)NCc1ccccc1 (stereo unspecified)	102.2	6.3	1.4	100.3	98.8	0.7	97.6	102.4
CN(C)C(=O)C1CCC(=O)N1Cc1cccs1 (stereo unspecified)	90.4	-4.1	-1.2	88.6	95.7	-0.7	95.2	94.6
Cc1cccc(-n2c(=S)[nH]c3c(oc4ccccc43)c2=O)c1	98.2	-7.3	-12.3	93.4	75.9	62.3*	92.2	92.6
CC1(C)Cc2c(cnn2-c2cccc(F)c2)C(NC(=O)Cn2cccn2)C1 (stereo unspecified)	102.4	·	·	87.9	94.9	·	90.5	106.3
Cc1nc(-c2ccc([N+](=O)[O-])cc2)sc1C(=O)O	99.6	3.5	-2.5	101.0	105.7	9.9	108.5	100.2
COc1ccc(-c2nnc(SCCc3ccccc3)n2N)cc1	92.3	-0.7	-3.4	104.5	103.3	8.1	98.2	·
O=C(c1ccc([N+](=O)[O-])s1)N1CCN(c2ccccc2)CC1	100.3	9.9	-10.4	99.7	99.0	-3.1	102.8	108.6
COc1ccc(C(=O)c2c[nH]c(C(=O)NCc3cccs3)c2)cc1	94.8	3.6	3.0	89.2	90.1	1.8	89.3	96.4

(cont.)
SMILES	MEP2-GFP yeast	proCasp3 act	procasp7 counter	LAP4-GFP MLPCN	CIT2-GFP yeast	AHR activator	AGP1-GFP MLPCN	RPL19A TOR yeast
O=C(/C=C/c1ccccc1Br)c1ccc2c(c1)OCO2	91.3	-10.8	-5.0	124.4	88.2	17.3	87.5	97.2
CC1CC(C)CN(S(=O)(=O)c2cccc3cccnc23)C1 (stereo unspecified)	118.5	8.9	1.7	103.3	94.9	0.1	97.0	96.4
Cc1ccccc1-c1nc(-c2ccc(Br)o2)no1	107.8	-2.8	-4.2	89.6	88.6	102.0*	87.4	106.6
COc1cc2ncnc(NCc3ccc(C)cc3)c2cc1OC	102.6	-1.2	-14.5	99.4	101.5	13.7	98.6	99.4
CCN(CC)C1CC(=O)N(c2ccc(Br)cc2)C1=O (stereo unspecified)	134.3	-21.0	-28.5	91.5	118.2	4.7	96.8	98.5
Cc1ccc(OCC(O)CN2CCN(c3ccc(C)cc3)CC2)cc1 (stereo unspecified)	102.2	5.5	-1.1	96.6	104.7	0.6	101.5	102.2
O=C(c1ccc2nc[nH]c2c1)N1CCN(S(=O)(=O)c2cccc(F)c2)CC1	?	3.1	8.7	?	?	0.7	?	?
O=c1[nH]c(N2CCOCC2)nc2c1CCCC2	102.0	-3.0	-1.0	98.8	98.6	2.7	100.3	101.5
O=C(CN(Cc1ccccc1)S(=O)(=O)c1ccccc1)N/N=C/c1ccc([N+](=O)[O-])cc1	83.0	4.3	-0.6	85.8	119.9	5.4	96.4	104.2
Cc1ccccc1-c1nc(CN2CCC(C(=O)N3CCC(C(N)=O)CC3)CC2)c(C)o1	92.5	0.3	17.7	91.1	132.2	0.7	104.7	101.7
CC(C)(CO)CNC(=O)CCc1nnc(Cc2ccc(-c3ccccc3)cc2)o1	100.5	3.1	5.7	101.6	109.2	-1.6	103.3	108.3
Cc1onc(-c2cccc(Cl)c2Cl)c1C(=O)O/N=C(\N)c1ccc([N+](=O)[O-])o1	103.0	-10.7	0.9	107.2	102.4	11.2	107.8	94.5
COc1cc(OC)cc(C(=O)OCC(=O)N(C)c2ccccc2)c1	98.3	2.0	12.2	102.9	94.0	-0.2	99.5	94.7
CCOc1ccccc1NC(=O)C1C2CCC3C(CCC21)C3(Cl)Cl (stereo unspecified)	102.0	6.1	4.6	90.7	111.2	18.4	98.0	104.8
CC1(C)CC(=O)C=C(Nc2ccccc2N)C1	91.3	-1.4	5.2	82.7	98.5	2.3	95.3	98.5

Screens (PubChem)
